ERp5 block: ERp5 (human) disulfide isomerase inhibition | ERp5 insulin aggregation, absorbance 650 nm, 90 min | inhibition, % at 9.99 µM | hit rate 0.05% among 350,000;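 active means mean replicate inhibition above about 25%, with every replicate also reaching it, limit read from the data, passing the limit was not always enough; inconclusive means only one of those two criteria met; inactive means neither criterion met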
Target sequence (Q15084 whole entry, looked up): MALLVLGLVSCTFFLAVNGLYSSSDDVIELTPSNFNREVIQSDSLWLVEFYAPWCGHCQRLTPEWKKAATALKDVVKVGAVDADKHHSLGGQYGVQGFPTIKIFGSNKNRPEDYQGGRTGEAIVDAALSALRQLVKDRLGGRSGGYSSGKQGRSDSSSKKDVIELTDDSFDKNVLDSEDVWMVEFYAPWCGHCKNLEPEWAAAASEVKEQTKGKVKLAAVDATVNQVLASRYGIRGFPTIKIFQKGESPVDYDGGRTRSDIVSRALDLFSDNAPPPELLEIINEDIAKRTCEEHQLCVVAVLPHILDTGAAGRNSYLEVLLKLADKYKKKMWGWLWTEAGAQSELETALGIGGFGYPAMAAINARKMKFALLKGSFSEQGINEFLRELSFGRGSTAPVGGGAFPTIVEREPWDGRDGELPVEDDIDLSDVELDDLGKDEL
SIRT5 inh: sirtuin-5 (human) deacylase inhibition; Q9NXA8; Purified SirT5, succinyl-peptide AMC, trypsin-coupled fluorescence; inhibition, % at 15 µM; hit rate 1.1% among 330,000; AID 652115; in the data active means inhibition above about 15%; inconclusive means no clear call, values can overlap the other calls
Target sequence (Q9NXA8 whole entry, looked up): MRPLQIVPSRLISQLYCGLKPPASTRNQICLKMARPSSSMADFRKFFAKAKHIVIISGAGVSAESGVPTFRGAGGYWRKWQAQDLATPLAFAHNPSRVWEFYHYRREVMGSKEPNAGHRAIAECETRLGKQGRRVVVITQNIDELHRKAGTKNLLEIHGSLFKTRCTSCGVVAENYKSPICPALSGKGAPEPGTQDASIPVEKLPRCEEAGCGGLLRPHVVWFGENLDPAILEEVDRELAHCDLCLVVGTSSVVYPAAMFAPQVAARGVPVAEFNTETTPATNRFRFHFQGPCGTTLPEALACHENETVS
* = called active by the depositor; ? = inconclusive; & = joins results of further samples.

SMILES,SIRT5 inh,ERp5 block
Cc1ccccc1-c1ccc([C@@H]2[C@H](CO)N3C(=O)CN(C(=O)NC4CCCC4)C[C@@H]23)cc1,-3,-4
C[C@@H]1CN([C@@H](C)CO)C(=O)c2c(c3ccccc3n2C)-c2ccccc2CO[C@@H]1CN(C)Cc1cccc(F)c1,-1,10
CC(C)n1nnnc1C1c2ccccc2C(=O)N1Cc1cccnc1 (stereo not drawn),-5,0
Cc1noc(C)c1NC(=O)Nc1cccc2c1O[C@H](CN(C)Cc1ccc(C(=O)Nc3ccccc3N)cc1)[C@H](C)CN([C@@H](C)CO)C2=O,-1,-2
N#Cc1cccc(-c2ccc([C@H]3[C@@H](CO)N[C@@H]3CNC(=O)C3CC3)cc2)c1,-19,-1
N#C/C(=C\c1ccc(OCc2ccccc2)cc1)C(=O)Nc1ccc(C(=O)O)cc1,-2,2
COC(=O)[C@@H](Cc1ccc(O)cc1)NC(=O)[C@H]1O[C@@H](n2cnc3c(=O)[nH]c(N)nc32)[C@H](O)[C@@H]1O,6,8
O=C(C(=O)N1CCC(Cc2ccccc2)CC1)c1ccccc1,-2&0,3&15
O=C(Nc1cc(F)ccc1F)N1CC(=O)N2[C@H](C1)[C@@H](c1ccc(-c3cccnc3)cc1)[C@@H]2CO,-2,1
C[C@H]1CN([C@@H](C)CO)C(=O)c2c(c3ccccc3n2C)-c2ccccc2CO[C@H]1CN(C)Cc1ccc(O)cc1,7,8

Single records, from the list above. Values in the order: SIRT5 inh | ERp5 block
O=C(Nc1cc(F)ccc1F)N1CC(=O)N2[C@H](C1)[C@@H](c1ccc(-c3cccnc3)cc1)[C@@H]2CO reads -2 | 1
Cc1noc(C)c1NC(=O)Nc1cccc2c1O[C@H](CN(C)Cc1ccc(C(=O)Nc3ccccc3N)cc1)[C@H](C)CN([C@@H](C)CO)C2=O reads -1 | -2
Cc1ccccc1-c1ccc([C@@H]2[C@H](CO)N3C(=O)CN(C(=O)NC4CCCC4)C[C@@H]23)cc1 reads -3 | -4
CC(C)n1nnnc1C1c2ccccc2C(=O)N1Cc1cccnc1 (stereo not drawn) reads -5 | 0
N#C/C(=C\c1ccc(OCc2ccccc2)cc1)C(=O)Nc1ccc(C(=O)O)cc1 reads -2 | 2

Next section.
SMILES,SIRT5 inh,ERp5 block
O=C(Sc1cccc2cccnc12)c1ccc(F)cc1,-1,4
O=C(Nc1ccc(Cl)c(Cl)c1)N[C@H]1CC[C@H](CCn2cc(C3CCCC3)nn2)O[C@@H]1CO,-5,-1
CN1C(=O)c2cc(NC(=O)C3CC3)ccc2OC[C@@H]2O[C@@H](CC(=O)O)CC[C@H]21,1,0
O=C(C(=O)N1CCN(c2ccccc2)CC1)c1ccncc1,1,-5
CC(C)C(C(=O)NCc1ccccc1)N1CCN(CCN2CCOCC2)CC1 (stereo not drawn),0,-2
COc1cccc(NC(=O)N2CC(=O)N3[C@H](CO)[C@H](c4ccc(C#CC5CCCCC5)cc4)[C@H]3C2)c1,-1,-1
COc1ccc(S(=O)(=O)N(C)C[C@H]2Oc3ccc(NS(=O)(=O)c4ccc(C)cc4)cc3C(=O)N([C@@H](C)CO)C[C@H]2C)cc1,1,-3
CCN(CC)c1ccc(/C=C2\CCC(/C=N/NC(=O)c3ccc(=O)n(C)c3)=C2N2CCOCC2)cc1,5,0
COC(=O)c1ccc2nc(-c3cccc(Cl)c3)c(Cc3cccc(F)c3)n2c1,-3,6
CCN(CC(=O)Nc1c(F)cccc1F)C(=O)c1c(-c2ccccc2Cl)noc1C,-3,0

(cont.)
SMILES,SIRT5 inh,ERp5 block
CCC1=NN(C(=O)COc2ccccc2C)C(O)(c2ccncc2)C1 (stereo not drawn),-1,-2
COc1ccc(S(=O)(=O)N(C)C[C@H]2Oc3ccc(NS(=O)(=O)c4ccc(C)cc4)cc3C(=O)N([C@H](C)CO)C[C@@H]2C)cc1,-3,8
COCC(=O)N1[C@H](CO)[C@H](c2ccc(-c3ccccc3OC)cc2)C12CN(C(C)=O)C2,0,10
COc1ccc(-c2ccc([C@H]3[C@H]4CN(Cc5ccc(F)cc5)CC(=O)N4[C@H]3CO)cc2)cc1,-1,-6
C[C@H]1CN([C@@H](C)CO)C(=O)Cc2cc(NC(=O)CCCCCC(=O)Nc3ccccc3N)ccc2O[C@@H]1CN(C)C(=O)Nc1ccc(F)cc1,-1,15
Cc1cccc(S(=O)(=O)N2C[C@@H]3N[C@H](C2)C3c2ccc(-c3cccnc3)cc2)c1 (stereo partly drawn),-1&0,?
Cc1cc2ncn(CS(C)(=O)=O)c2cc1C,2,0
O=C(O)C[C@H]1C[C@H]2c3cc(NS(=O)(=O)c4ccc(F)cc4)ccc3O[C@H]2[C@@H](CO)O1,-3,-5
O=C(C[C@@H]1C=C[C@@H](NC(=O)CC2CC2)[C@@H](CO)O1)NCc1ccccc1,0,2
COc1ccc2c3c(n(C)c2c1)[C@@H](CO)N(C(=O)C1CC1)CC31CN(Cc2ccccc2OC)C1,-1,0

Later entries:
SMILES,SIRT5 inh,ERp5 block
Cc1cccc2cn[nH]c12,-3,-2
C[C@H]1CN([C@@H](C)CO)C(=O)c2cccc(NS(=O)(=O)c3cccs3)c2O[C@@H]1CN(C)Cc1ccc(C(=O)Nc2ccccc2N)cc1,3,0
COc1ccc2c3c([nH]c2c1)[C@H](CO)N(S(=O)(=O)c1cn(C)cn1)CC31CCN(CC2CCCC2)CC1,2,2
CCC(=O)N1CC(=O)N2[C@H](C1)[C@H](c1ccc(-c3cccnc3)cc1)[C@@H]2CO,-2,3
CN1OC[C@@H]2CN[C@H](c3ccc(N4CCCCC4)cc3)C[C@@H]21,-2,-6
CCOC(=O)[C@]12CCCC=C1N(Cc1ccc3c(c1)OCO3)C(=O)[C@H](CC(=O)N1CCN(C(=O)C3CC3)CC1)C2,0,1
COCC(=O)OCC(=O)Nc1cc(C)c(C)cc1[N+](=O)[O-],0,2
CC(=O)NC(c1ccc(C)cc1)c1cc([N+](=O)[O-])c2cccnc2c1O (stereo not drawn),8,4
COc1ccc2c3c([nH]c2c1)[C@@H](CO)N(C(=O)c1ccccc1)CC31CCN(C)CC1,4,1
COc1ccc2c3c([nH]c2c1)[C@@H](CO)N(C(=O)CN1CCOCC1)CC31CN(CC2CCCC2)C1,9,-6

2 of the compounds above, with values ahead of the structure:
SIRT5 inh | ERp5 block | canonical_smiles
2 | 2 | COc1ccc2c3c([nH]c2c1)[C@H](CO)N(S(=O)(=O)c1cn(C)cn1)CC31CCN(CC2CCCC2)CC1
-2 | 3 | CCC(=O)N1CC(=O)N2[C@H](C1)[C@H](c1ccc(-c3cccnc3)cc1)[C@@H]2CO

Remaining list, next part:
SMILES,SIRT5 inh,ERp5 block
O=C(CC1CC1)N1[C@@H](CO)[C@H](c2ccccc2)C12CN(S(=O)(=O)c1ccccc1)C2,-5,3
CCc1cc(CC)c(/C=N/NC(N)=O)c(CC)c1,0,-1
CN1CCN(NC(=O)c2ccc(COc3ccccc3Br)o2)CC1,-4,1
O=C(C1CCCCC1)N1CC(=O)N2[C@@H](CO)[C@@H](c3ccc(-c4ccccc4F)cc3)[C@@H]2C1,0,8
CN(C)CC#Cc1ccc([C@@H]2[C@@H](CO)N3C(=O)CN(C(=O)Cc4cccnc4)C[C@H]23)cc1,-1,2
CCOc1cccc(NC(=O)C2CC(=O)N(c3ccc(F)cc3)C2)c1 (stereo not drawn),2,-4
COc1ccc2c3c([nH]c2c1)[C@H](CO)N(Cc1ccc(F)cc1)CC31CCN(C)CC1,-1,-4
Cc1ccccc1-c1ccc(C2[C@H]3CNC[C@@H]2N3S(=O)(=O)c2ccc(F)cc2)cc1 (stereo partly drawn),-2&0,1&1
CCS(=O)(=O)NCC[C@@H]1CC[C@@H](NC(=O)C2CC2)[C@@H](CO)O1,-5,-1
COC(=O)c1ccc(CN2CCC(CO)(Cc3cccc(OC)c3)CC2)cc1,-2,6

(more compounds)
SMILES,SIRT5 inh,ERp5 block
O=C(c1ccncc1)N1CC(=O)N2[C@H](CO)[C@H](c3ccc(-c4ccccc4F)cc3)[C@H]2C1,-3,4
CCOC(=O)C1CSCCS(=O)(=O)N1Cc1ccccc1C (stereo not drawn),4,2
C/C=C/c1ccc([C@@H]2[C@@H](CO)N3C(=O)CN(C(=O)Nc4ccc(F)cc4)C[C@@H]23)cc1,1,-1
Cc1cc(CN2CCN(c3ncc(Cc4ccccc4)cn3)CC2)cc(C)c1O,-3,0
CCCN1[C@@H]2Cn3c(cccc3=O)[C@H]1[C@@H](C(=O)N[C@H](C)c1ccccc1)[C@@H]2CO,1,3
CC(C)(C)C(c1nc2ccccc2[nH]1)n1c(-c2ccco2)nc2ccccc21 (stereo not drawn),-1,0
COc1ccc2c3c(n(C)c2c1)[C@@H](CO)N(C(=O)C1CC1)CC31CCN(CC2CCCC2)CC1,0,-5
CN(C)C(=O)c1cccc(-c2ccc(C3[C@H]4CNC[C@@H]3N4Cc3nccs3)cc2)c1 (stereo partly drawn),2&-2,-4&-4
CC(=O)N1CC2(C1)[C@@H](c1ccccc1)[C@@H](CO)N2S(=O)(=O)c1ccccc1,-4,-2
COc1ccc2c3c(n(C)c2c1)[C@H](CO)N(S(C)(=O)=O)CC31CN(C(=O)Nc2cccc(F)c2)C1,-2,7

An excerpt of these results, as labelled records.
> O=C(c1ccncc1)N1CC(=O)N2[C@H](CO)[C@H](c3ccc(-c4ccccc4F)cc3)[C@H]2C1
- SIRT5 inh: -3
- ERp5 block: 4

> C/C=C/c1ccc([C@@H]2[C@@H](CO)N3C(=O)CN(C(=O)Nc4ccc(F)cc4)C[C@@H]23)cc1
- SIRT5 inh: 1
- ERp5 block: -1

> COc1ccc2c3c(n(C)c2c1)[C@@H](CO)N(C(=O)C1CC1)CC31CCN(CC2CCCC2)CC1
- SIRT5 inh: 0
- ERp5 block: -5

> CC(=O)N1CC2(C1)[C@@H](c1ccccc1)[C@@H](CO)N2S(=O)(=O)c1ccccc1
- SIRT5 inh: -4
- ERp5 block: -2

Next part.
SMILES,SIRT5 inh,ERp5 block
COc1ccc(/C=C/CN2CCN(CC(C)C)C(CCO)C2)cc1 (stereo not drawn),3,-1
O=C(CC1CC1)N1CC(=O)N2[C@H](CO)[C@H](c3ccc(C#Cc4ccc(F)cc4)cc3)[C@H]2C1,-1,-1
COc1ccc(C(=O)N2CCC[C@@H]2C(=O)N2CCC[C@@H]2C(=O)NCc2ccccc2)cc1F,-1,7
COc1ccc(C#Cc2ccc3c(c2)[C@@H]2[C@@H](CCN2S(=O)(=O)c2cccc(OC)c2)[C@H](CO)N3)cc1,4,2
CCOC(=O)N1CCC(NC(=O)C2CCCN(Cc3nc(-c4ccc(CC)cc4)oc3C)C2)CC1 (stereo not drawn),-1,0
C[C@H](CO)N1C[C@H](C)[C@H](CN(C)Cc2ccc(C(=O)Nc3ccccc3N)cc2)Oc2c(NS(C)(=O)=O)cccc2C1=O,-6,2
C[C@@H]1CN([C@@H](C)CO)C(=O)c2cc(NS(=O)(=O)c3ccccc3)ccc2O[C@@H](C)CCCCO[C@@H]1CN(C)S(=O)(=O)c1ccc(Cl)cc1,5,0
O=C1CNC[C@@H]2[C@@H](c3ccc(C4=CCCC4)cc3)[C@H](CO)N12,-3,-2
O=C(CN1CCOCC1)N1C[C@@H]2N[C@H](C1)C2c1ccc(-c2ccccc2)cc1 (stereo partly drawn),-3&-2,-2&-2
COC(=O)C1=CN(c2ccc3c(c2)OCO3)C(N)=C(C#N)C1c1ccccc1 (stereo not drawn),-2,-5

Next part
SMILES,SIRT5 inh,ERp5 block
CCC(=O)N1CC(=O)N2[C@H](C1)[C@H](c1ccc(C#Cc3cccnc3)cc1)[C@@H]2CO,-5,-2
O=C(Nc1nccs1)[C@@H]1[C@@H](CO)[C@@H]2Cn3c(ccc(-c4cccnc4)c3=O)[C@@H]2N1CC1CC1,-3,0
Cc1sc2cc3c(c(C(=O)c4ccccc4)[n+]2c1C)-c1cccc2cccc-3c12,1,2
CCn1c(CNC(=O)c2ccco2)nnc1SCC(=O)c1ccccc1,2,2
O=C(N/N=C/c1cc2cc3c(cc2nc1Cl)OCO3)c1ccncc1,0,1
O=C(COC(=O)Cc1ccccc1[N+](=O)[O-])NC1CCCC1,-3,5
CCC(C)/C(C)=N/NC(=O)CSc1nc2ccccc2[nH]1 (stereo not drawn),0,2
COc1ccc2c3c(n(C)c2c1)[C@H](CO)N(C(=O)NC(C)C)CC31CCN(CC2CCCC2)CC1,1,-11
CC(C(=O)NCCCc1ccccc1)c1ccc([N+](=O)[O-])cc1 (stereo not drawn),-5,-8
O=C(C[C@@H]1CC[C@@H](NC(=O)CCN2CCCCC2)[C@@H](CO)O1)Nc1ccccc1,-3,0

The list continues.
SMILES,SIRT5 inh,ERp5 block
COc1ccccc1-c1ccc2c(c1)[C@@H]1[C@@H](CCN1C(=O)c1ccncc1)[C@@H](CO)N2,-3,5
C[C@H]1COc2cccc(NCCO)c2S(=O)(=O)N1,-1,-2
COc1cccc(-c2ccc([C@@H]3[C@@H](CO)N4C(=O)CN(C(=O)C5CCCC5)C[C@H]34)cc2)c1,1,3
COc1ccccc1-c1ccccc1[C@@H]1[C@@H](C#N)N(C(=O)CN(C)C)[C@@H]1CO,-3,-4
CCOC(=O)c1cc2cc(OC)ccc2n1C1CCN(C)CC1,-2,0
C/C=C/c1ccc([C@@H]2[C@@H](CO)N(S(=O)(=O)CC)C23CN(C(=O)CC)C3)cc1,3,-1
C[C@H]1CN([C@@H](C)CO)C(=O)c2c(c3ccccc3n2C)-c2ccccc2CO[C@@H]1CN(C)Cc1cccc2c1OCCCO2,19*,1
CCSCc1nnc(SCC(=O)Nc2nc(C)cs2)n1C,10,1
COC(=O)[C@]12CCCCC=C1N(CCc1ccc(OC)c(OC)c1)C(=O)[C@H](CC(=O)N1CCC(c3ccccc3)CC1)C2,2,-2
CC(=O)c1ccc(NC(=S)NC(C)CCc2ccccc2)cc1 (stereo not drawn),-3,6
O=C(N/N=C\c1ccco1)Nc1cccc(Cl)c1,-1,7

Only part of the results is shown (hit frequency here may not be typical).
